PfHsp40 yeast – rescue of yeast from PfHsp40 toxicity, primary screen, S. cerevisiae, ATP luminescence | S. cerevisiae expressing PfHsp40, growth rescue | growth rescue, % at 12.5 µM | 340,000 compounds, 0.68% hits; in the data active = growth rescue above about 28%, passing the limit was not always enough; inconclusive = no clear call, values can overlap the other calls;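 also: yeast W303a lacking pdr1 and pdr3 grown in galactose medium; growth measured after three days at 30 °C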
BioA inh – M. tuberculosis BioA enzyme inhibitors, primary screen, biochemical, plate reader, single point, HTS. 7,8-diaminopelargonic acid synthase BioA (Mycobacterium tuberculosis). purified M. tuberculosis BioA enzyme. inhibition, % at 9.99 µM. 360,000 compounds, 0.096% hits. AID 602481, 2012; in the data active = inhibition above about 40%; inconclusive = no clear call, values can overlap the other calls
Anthrax LF prot – Bacillus anthracis LF protease inhibitors, primary screen, biochemical, multiplex microsphere, MLPCN library. Lethal factor (Bacillus anthracis), P15917. multiplex microsphere protease cleavage assay. inhibition, % at 10 µM. 360,000 compounds, 0.12% hits; also: plate controls were buffer without enzyme for full effect and enzyme alone for no effect
BoNT-A LC inh2 – BoNT/A light chain protease inhibitors, primary screen, biochemical, flow cytometry, MLPCN library. multiplex microsphere protease substrate cleavage. inhibition, % at 10 µM. 360,000 compounds, 0.17% hits. AID 588499, 2011; also: plate controls were buffer without enzyme for full effect and enzyme alone for no effect
UGM FP inh – M. tuberculosis UGM enzyme inhibitors, primary screen, biochemical, fluorescence polarization, single point | 320,000 compounds, 0.06% hits | AID 504406, 2011 | UDP-galactopyranose mutase (Mycobacterium tuberculosis (strain ATCC 25618 / H37Rv)), … | inhibition, % at 10 µM | purified UGM, fluorescence polarization probe displacement; in the data active = inhibition above about 10%, passing the limit was not always enough; inconclusive = no clear call, values can overlap the other calls
Target sequence (P9WIQ1 whole entry, looked up): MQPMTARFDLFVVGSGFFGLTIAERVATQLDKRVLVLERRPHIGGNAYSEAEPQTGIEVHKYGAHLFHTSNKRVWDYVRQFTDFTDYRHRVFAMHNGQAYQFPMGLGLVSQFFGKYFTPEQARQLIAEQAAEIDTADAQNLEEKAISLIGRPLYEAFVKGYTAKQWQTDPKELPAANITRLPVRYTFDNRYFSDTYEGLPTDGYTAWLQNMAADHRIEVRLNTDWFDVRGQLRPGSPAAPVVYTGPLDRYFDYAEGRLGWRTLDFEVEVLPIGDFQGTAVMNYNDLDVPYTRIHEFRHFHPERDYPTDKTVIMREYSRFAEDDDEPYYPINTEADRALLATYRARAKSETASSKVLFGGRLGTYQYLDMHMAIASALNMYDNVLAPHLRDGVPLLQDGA
BoNT F protease – BoNT/F light chain protease inhibitors, primary screen, biochemical, flow cytometry, MLPCN library; Multiplex microsphere protease cleavage assay; 360,000 compounds, 0.22% hits; inhibition, % at 10 µM; Botulinum neurotoxin type F light chain protease (Clostridium botulinum); in the data active = inhibition above about 35%, passing the limit was not always enough; inconclusive = no clear call, values can overlap the other calls; also: plate controls were buffer without enzyme for full effect and enzyme alone for no effect
FadD28 binding – inhibitors of FadD28 bisubstrate probe binding, primary screen, biochemical, fluorescence polarization, single point | 360,000 compounds, 0.22% hits | Mycobacterium tuberculosis FadD28 fatty-acid-AMP ligase | inhibition, % at 12.5 µM; in the data active = inhibition above about 8.5%, passing the limit was not always enough; inconclusive = no clear call, values can overlap the other calls
Mtb FBA inh – Mtb FBA enzyme inhibitors, primary screen, biochemical, fluorescence, strain H37Rv. purified M. tuberculosis FBA, fluorescence read-out. 360,000 compounds, 2.3% hits. inhibition, % at 1 µM. AID 588726, 2011; in the data active = inhibition above about 27%;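 also: 0% = vehicle and 100% = reference inhibitor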
Target sequence (P9WQA3 whole entry, looked up): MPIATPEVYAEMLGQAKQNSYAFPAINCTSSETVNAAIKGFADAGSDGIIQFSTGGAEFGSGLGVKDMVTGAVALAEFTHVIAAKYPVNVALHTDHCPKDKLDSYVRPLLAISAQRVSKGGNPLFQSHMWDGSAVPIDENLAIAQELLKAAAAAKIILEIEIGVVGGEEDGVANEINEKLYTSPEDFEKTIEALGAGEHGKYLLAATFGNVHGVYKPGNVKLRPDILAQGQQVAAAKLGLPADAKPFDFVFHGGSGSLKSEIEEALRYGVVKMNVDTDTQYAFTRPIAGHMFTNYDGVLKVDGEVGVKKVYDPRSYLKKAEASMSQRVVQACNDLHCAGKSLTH
GDH-TPI counter – GDH-TPI coupling enzyme inhibitors, primary screen, artefact control for M. tuberculosis FBA inhibitor project, biochemical, absorbance, full deck | GDH-TPI coupled enzyme counterscreen, NADH absorbance | inhibition, % at 4.8 µM | 360,000 compounds, 1.2% hits; in the data active = inhibition above about 30%;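 also: 0% = DMSO wells and 100% = wells lacking the enzyme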
Active calls of the source: *; ? = inconclusive; / = not tested or not shown; + = active, no number. Rule as the data show it, unless noted: active = inhibition above about 30%; inconclusive = no clear call, values can overlap the other calls; inactive = below that. No enrichment for hits, and some 4.7% of all compounds hit somewhere here.

SMILES	PfHsp40 yeast	BioA inh	Anthrax LF prot	BoNT-A LC inh2	UGM FP inh	BoNT F protease	FadD28 binding	Mtb FBA inh	GDH-TPI counter
CCN1CCN(C(=O)C2CCN(Cc3nc(-c4cccc(Cl)c4)oc3C)CC2)CC1	-3.0	-1.5	-6	-0.3	-1.2	-2	0.2	-1	7
Cc1cc(C)c(NC(=O)CN(C)C(C)C(=O)N2CCc3ccccc32)c(C)c1 (configuration not stated)	0.1	/	2	0.4	0.4	1	0.1	0	1
O=C(CSc1nnnn1-c1cccc2ccccc12)NC(C(=O)O)(c1ccccc1)c1ccccc1	1.8	/	-1	0.1	-1.1	2	-3.5	0	7
CC(=O)c1ccc(N2Cc3ccccc3C2)cc1	1.0	11	-5	-0.3	2.0	?	-0.4	4	7
Cc1ccc(Cn2ccnc2SCC(=O)NC2CCCC2)cc1	?	1.8	-1	5.1	0.4	10	-3.0	3	0
N#CCc1ccc(NC(=O)c2ccc(S(=O)(=O)N3CCOCC3)cc2)cc1	1.1	-1.0	0	0.8	0.5	-3	-3.6	1	3
Cc1cc(C)n(C(=O)CCNC(=O)c2ccccc2Cl)n1	0.6	-1.6	-1	-0.7	1.9	1	-1.1	1	-2
COCCCn1c(=O)c2sccc2n(Cc2ccccc2C)c1=O	1.0	0.6	-3	-1.2	2.2	-30	-0.6	0	11
Cc1ccc(-n2c(=O)c(C#N)cc3c(=O)n4ccccc4nc32)cc1	0.1	/	-1	1.3	0.5	10	-4.0	149*	3
CCOC(=O)N1CCN(c2ccc([N+](=O)[O-])cc2)CC1	0.5	/	-2	0.0	-0.4	0	-2.7	-8	3
Cc1ccc(SCCC(=O)N2CCC(C)CC2)cc1	0.6	0.5	2	0.5	1.0	-2	-4.1	0	5
Cc1ccc(-c2csc(N(CCO)CCCn3c(C(F)(F)F)nc4cc(C(F)(F)F)ccc43)n2)cc1	-1.4	-1.8	2	-0.3	0.3	-1	-4.2	-1	0

Full records, quoted from the list. Screens in order: PfHsp40 yeast, BioA inh, Anthrax LF prot, BoNT-A LC inh2, UGM FP inh, BoNT F protease, FadD28 binding, Mtb FBA inh, GDH-TPI counter
`Cc1cc(C)c(NC(=O)CN(C)C(C)C(=O)N2CCc3ccccc32)c(C)c1` (configuration not stated) in the list: 0.1, /, 2, 0.4, 0.4, 1, 0.1, 0, 1
`Cc1ccc(-c2csc(N(CCO)CCCn3c(C(F)(F)F)nc4cc(C(F)(F)F)ccc43)n2)cc1` in the list: -1.4, -1.8, 2, -0.3, 0.3, -1, -4.2, -1, 0
`Cc1cc(C)n(C(=O)CCNC(=O)c2ccccc2Cl)n1` in the list: 0.6, -1.6, -1, -0.7, 1.9, 1, -1.1, 1, -2
`COCCCn1c(=O)c2sccc2n(Cc2ccccc2C)c1=O` in the list: 1.0, 0.6, -3, -1.2, 2.2, -30, -0.6, 0, 11

New compounds follow.
SMILES	PfHsp40 yeast	BioA inh	Anthrax LF prot	BoNT-A LC inh2	UGM FP inh	BoNT F protease	FadD28 binding	Mtb FBA inh	GDH-TPI counter
N#Cc1ccc(Oc2ccc(-c3cnc4ccccc4n3)cc2)cc1C#N	0.6	0.1	-3	1.5	-0.1	-7	1.6	1	0
O=C(CCC(=O)OCc1ccc([N+](=O)[O-])cc1)Nc1ccc(F)cc1	2.3	/	-1	-0.4	-1.0	-1	-0.3	1	5
O=C(/C=C/c1cccc(F)c1)NNC(=O)c1ccncc1	0.4	-0.8	-4	-8.5	1.1	-5	-3.5	-2	7
Cc1ccc([N+](=O)[O-])cc1S(=O)(=O)Nc1ccc(-c2ccc(N3CCCC3)nn2)cc1	1.4	/	0	1.4	/	-2	-3.9	-3	6
O=S(=O)(N/N=C1\CCCc2ccccc21)c1ccccc1	-0.2	-0.4	-8	0.4	1.0	-3	-0.7	0	13
Cn1c(=O)c2c(nc(CN3CCC(C(N)=O)CC3)n2CCCc2ccccc2)n(C)c1=O	-0.7	1.1	0	0.0	-1.5	-2	-2.0	1	0
CCOC(=O)N1CCN(CC(=O)Nc2cc(OCC)ccc2OCC)CC1	-1.1	-2.6	-1	0.4	-1.2	2	-1.3	-2	3
Cc1nc2ccc(NC(=O)c3ccc(S(=O)(=O)N4CCOCC4)cc3)cc2s1	-0.9	-2.0	-8	-0.3	3.0	2	-1.0	8	14
CC(=O)Nc1ccc(S(=O)(=O)NCc2ccc(C)n2C)cc1	0.2	1.1	8	-1.4	0.5	-12	-2.6	-2	-4
OCCCNc1ncnc2c1[nH]c1ccccc12	0.4	2.5	-8	-1.1	1.4	?	-0.4	22	8
COc1ccccc1N1CCN(Cc2ccccc2F)CC1	-0.1	-2.1	7	-0.5	-0.5	-6	-5.0	2	-4
O=C(Nc1ccc(NC(=O)c2ccco2)c(Cl)c1)c1ccccc1	7.5	/	-6	-0.9	-0.6	-2	0.1	0	-3
Cc1cc(C)n(CCC(=O)N2c3ccccc3CC2C)n1 (configuration not stated)	0.6	-8.8	/	/	0.9	/	-0.7	-2	3
CC(=O)Nc1ccc(S(=O)(=O)c2ccnc3cc(Cl)ccc23)cc1	/	-0.2	-7	-0.1	/	-7	-0.5	6	17
O=C(CSc1nnc2c(Cl)cc(Cl)cn12)N1CCN(S(=O)(=O)c2ccccc2)CC1	0.9	3.2	2	0.0	0.4	-20	-1.7	-4	1
O=C(Nc1ccc(S(=O)(=O)Nc2ncccn2)cc1)C1CC(=O)N(c2ccccc2)C1 (configuration not stated)	-0.4	-3.4	3	0.1	/	1	-3.5	-4	-6
Cc1ccc(S(=O)(=O)NNC(=O)Nc2ccccc2F)c(C)c1	-0.6	-0.5	-4	-4.1	0.7	-11	-4.4	-1	-4
Cc1ccc(NC(=O)CC2C(=O)N(Cc3ccccc3)C(=S)N2NC(=O)c2cccc(F)c2)c(C)c1 (configuration not stated)	-0.3	-1.9	2	0.3	1.4	0	0.4	4	13
Cc1cccc(NC(=O)NCc2ccc3c(c2)cc(C)n3C)c1	0.7	1.0	-131	58*	3.0	-149	-3.6	-3	8
COc1cc(-c2cc3nc4ccccc4n3c(N)c2C#N)cc(OC)c1OC	-0.5	/	-3	0.6	-3.7	-1	-3.6	+	9
CC(=O)Nc1ccc(NC(=O)C2CCCN2C(=O)NCc2ccccc2)cc1 (configuration not stated)	-0.3	-2.1	2	-1.1	-3.8	-6	-3.5	1	-1
Cc1ccc(S(=O)(=O)NNc2ccccc2)c(C)c1	-0.6	-3.3	0	0.2	4.2	0	-1.5	-2	6
CC(=O)c1ccccc1NC(=O)COC(=O)c1c(C)nn(-c2ccccc2)c1C	-0.8	-1.0	-4	0.5	-1.7	-4	-1.5	-3	9
CC(=O)Nc1ccc(C(=O)Cn2nnc3ccccc3c2=O)cc1	0.3	/	-2	3.4	-3.2	2	-4.1	-1	-7
Cc1ccc(CCNC(=O)CCNS(=O)(=O)c2ccc3c(c2)c(=O)n(C)c(=O)n3C)cc1	0.6	-2.3	-2	0.8	-5.9	1	-0.6	2	-6
CN(C)S(=O)(=O)c1ccc(C(=O)OCC(=O)N2CC3(C)CC2CC(C)(C)C3)cc1 (configuration not stated)	2.1	-0.8	-2	-0.2	0.6	-5	-3.7	-3	-15
CC(C)C1=Nc2cccc3cccc(c23)N1	-0.4	0.6	-11	-0.6	-1.3	5	0.3	2	7
Cc1ccc(/C(N)=N/OC(=O)c2ccc(Cl)cc2Cl)cc1	-1.4	-0.3	-1	-1.2	-0.3	-20	-1.8	1	-4
COc1cc(/C=C/c2[nH]c(=O)[nH]c(=O)c2[N+](=O)[O-])cc(OC)c1O	0.1	2.9	-17	-8.8	-0.8	?	-0.7	-4	31*
COc1ccc([C@H]2CC(=O)C=C(c3ccc(OC)c(F)c3)C2)cc1	5.9	-0.4	0	0.1	-1.5	-8	-7.6	2	11
CCC1S/C(=N/S(=O)(=O)c2ccc(N)cc2)NC1=O (configuration not stated)	-0.9	-0.7	-8	0.3	/	-6	-3.0	-2	-12
Cc1ccc(NC(=O)CN(C)C(=O)Cn2ncc(Cl)c(Cl)c2=O)cc1	1.1	-2.7	-1	-0.5	-4.1	-14	-1.0	2	4
NC(=S)NN=C1CCCCC12CCCC2	-0.7	1.1	0	0.4	/	0	1.5	2	6
Cc1cc(C)c(NS(=O)(=O)c2ccc3c(c2)NC(=O)CCS3)c(C)c1	-0.1	1.9	0	-1.5	1.8	4	-2.1	0	13
COc1ccc(C(CNC(=O)c2ccc(-c3ccccc3)cc2)N(C)C)cc1OC (configuration not stated)	-0.1	0.1	0	-1.1	-1.4	4	-3.0	1	2
CN1CCN(c2ccc(NC(=O)c3ccc4ccccc4c3)cc2)CC1	1.3	-1.2	-2	1.1	0.8	-2	-3.7	3	5
Cc1c(C)n2c(SCC(=O)NC3CCCC3)nnc2[nH]c1=O	-0.4	/	-2	-1.9	-0.2	1	0.4	2	1
COc1cccc(CNc2ccc(S(=O)(=O)Nc3nccs3)cc2)c1O	0.5	0.7	-9	-1.6	1.9	-2	1.6	0	1
COc1ccc(NC(=O)CCCn2c(=O)c3sccc3n(Cc3ccc(C)cc3C)c2=O)cc1	-1.1	/	-4	-1.0	0.1	-2	-3.0	-5	-2
Cc1ccc(OCC(=O)Nc2ccccc2N2CCOCC2)c(C)c1	-0.3	-2.0	0	-0.3	3.3	-6	0.1	4	3
CNc1nc(N/N=C/c2cc([N+](=O)[O-])ccc2F)nc(Nc2ccccc2)n1	-1.2	-1.7	-1	-0.3	/	2	-2.2	-1	11
CCOC(=O)c1nc(Nc2ccccc2CC)c2ccccc2n1	-1.5	-0.4	2	-3.3	3.3	11	-1.7	3	7
Cc1nc2ccccc2n1/N=C/c1ccc([N+](=O)[O-])s1	-1.7	/	6	12	0.8	4	1.9	-1	8
CCC(CC)NC(=O)CSc1nnc(-c2c[nH]c3ccccc23)o1	-0.6	/	0	0.2	0.8	2	-0.8	-5	2
CCn1ccnc1CN(C)C(=O)CCc1nnc(CCC2CCCCC2)o1	-0.6	-0.4	-5	-1.4	-2.1	4	-0.5	4	-4
O=C(CNC(=O)c1ccccc1F)NCCCN1CCCC1=O	0.2	-0.5	4	0.2	-0.3	-1	-1.5	0	5
COc1ccc(CCN2CC(C(=O)OCC(=O)N(C)CC(=O)Nc3ccccc3Cl)CC2=O)cc1OC (configuration not stated)	0.9	-0.9	-6	-0.6	/	-8	-1.3	0	-15
Cc1ccccc1Nc1nc(N2CCOCC2)nc(N2CCOCC2)n1	2.4	-0.6	0	1.1	1.7	-1	-2.4	-2	-6
CCOC(=O)c1ccc2c(c1)n(Cc1ccccc1)c(C)[n+]2CC	0.8	1.6	2	-0.4	-0.7	0	-2.7	3	-1
C/C(=N/NC(=O)Cc1ccccc1)c1ccc(C)s1	1.4	-1.1	1	-0.5	-0.7	5	-2.4	1	14
CCc1ccccc1NS(=O)(=O)c1ccc2c(c1)C(C)(C)C(=O)N2C	0.5	0.4	0	-0.1	/	-6	-2.9	-1	-10
CCC(=O)Nc1ccc(S(=O)(=O)Nc2cccnc2)cc1	-1.1	-0.3	-6	-0.1	-1.9	-13	-0.4	2	-3
C[C@H](O)[C@@H]1CN2CCc3c([nH]c4ccccc34)[C@@H]2C[C@@H]1N(C)C(=O)Nc1cccc2ccccc12	/	-1.4	-1	1.1	/	-5	-0.3	26	/
Cc1cccnc1NC(=O)c1ccc(NS(=O)(=O)c2ccc3[nH]c(=O)[nH]c3c2)cc1	-1.8	-0.8	/	/	1.0	/	0.8	1	4
O=C(NCc1ccncc1)C1COc2ccccc2O1 (configuration not stated)	-0.3	-1.2	-1	-0.2	-2.4	-7	-1.7	-4	4

Bioassay records from PubChem BioAssay.
